# GLD-1 RNA inh: GLD-1-TGE RNA interaction inhibition (C. elegans). Q17339. purified GLD-1 + fluorescein TGE RNA, fluorescence polarization. inhibition, % at 5.96 µM. 320,000 tested, 0.44% active. AID 2280;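 active = percent inhibition above a per-plate cutoff, the plate mean of test compounds plus 3 SD, cut at about 30% in these data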;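 note: 0% = DMSO wells with GLD-1 and probe and 100% = wells lacking GLD-1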
# BCLXL inh: blocks human Bcl-xL binding to Bim BH3 peptide | GST-Bcl-xL / FITC-Bim BH3 peptide fluorescence polarization | inhibition, % at 10.9 µM | 320,000 tested, 0.7% active | AID 2129;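 active = inhibition above the mean of all tested compounds plus 3 SD, cutoff set per campaign, cut at about 30% in these data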;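 note: 0% = DMSO wells and 100% = unlabeled Bim-BH3 peptide competitor; inhibitors lower millipolarization by displacing the labeled peptide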
# Target sequence (Q07817 whole entry, looked up): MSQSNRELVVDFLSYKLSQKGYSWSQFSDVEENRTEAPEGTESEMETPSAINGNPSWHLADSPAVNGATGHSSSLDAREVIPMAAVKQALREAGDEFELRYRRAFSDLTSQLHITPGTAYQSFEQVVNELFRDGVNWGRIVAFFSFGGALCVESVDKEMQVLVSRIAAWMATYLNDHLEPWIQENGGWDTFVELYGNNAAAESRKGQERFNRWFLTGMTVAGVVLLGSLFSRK
# CIT2-GFP yeast: modulators of TOR pathway CIT2-GFP in S. cerevisiae. S. cerevisiae CIT2-GFP strain, flow cytometry, 3 h; 100 means same as DMSO wells. GFP response vs DMSO, % at 10 µM. 320,000 tested, 0.065% active;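 active = GFP response relative to DMSO above a set limit, near the screen mean plus 3 SD, cut at about 150% in these data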;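 note: ratio of well median GFP fluorescence to mean of DMSO wells on the plate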
# MCL1 BIM primary: inhibitors of human MCL1 binding to BIM-BH3 peptide. inhibition, % at 10.9 µM. 320,000 tested, 0.68% active. GST-MCL1 / FITC-Bim-BH3 fluorescence polarization. AID 2057;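 active = inhibition above the mean inhibition of all tested compounds plus 3 SD, set per campaign, cut at about 40% in these data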;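 note: 0% = DMSO wells and 100% = unlabeled Bim-BH3 peptide control; higher means more loss of mP so more displacement of Bim peptide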
# Target sequence (Q07820 whole entry, looked up): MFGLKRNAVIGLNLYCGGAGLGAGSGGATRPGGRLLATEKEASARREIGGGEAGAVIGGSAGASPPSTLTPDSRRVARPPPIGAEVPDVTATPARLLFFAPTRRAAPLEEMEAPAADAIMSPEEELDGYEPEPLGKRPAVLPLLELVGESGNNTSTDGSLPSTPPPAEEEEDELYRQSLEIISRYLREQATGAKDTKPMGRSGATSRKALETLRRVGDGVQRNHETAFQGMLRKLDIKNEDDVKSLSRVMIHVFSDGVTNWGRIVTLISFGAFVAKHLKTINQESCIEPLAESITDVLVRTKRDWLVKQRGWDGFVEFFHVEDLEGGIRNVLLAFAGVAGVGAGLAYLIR
# MEX-5 binding: C. elegans MEX-5 TCR-2 RNA binding activity | Q9XUB2 | 300,000 tested, 0.38% active | activity score (negative = inhibition of binding), % at 10 µM | MEX-5/FITC-TCR2 RNA binding, fluorescence polarization; stronger effect = lower value;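 active = inhibition past about -25% in most replicates, and total fluorescence under double the plate's negative control median, limit read from the data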;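 note: 0% = DMSO and -100% = 5 µM competing unlabeled TCR2 RNA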
# Target sequence (Q9XUB2 whole entry, looked up): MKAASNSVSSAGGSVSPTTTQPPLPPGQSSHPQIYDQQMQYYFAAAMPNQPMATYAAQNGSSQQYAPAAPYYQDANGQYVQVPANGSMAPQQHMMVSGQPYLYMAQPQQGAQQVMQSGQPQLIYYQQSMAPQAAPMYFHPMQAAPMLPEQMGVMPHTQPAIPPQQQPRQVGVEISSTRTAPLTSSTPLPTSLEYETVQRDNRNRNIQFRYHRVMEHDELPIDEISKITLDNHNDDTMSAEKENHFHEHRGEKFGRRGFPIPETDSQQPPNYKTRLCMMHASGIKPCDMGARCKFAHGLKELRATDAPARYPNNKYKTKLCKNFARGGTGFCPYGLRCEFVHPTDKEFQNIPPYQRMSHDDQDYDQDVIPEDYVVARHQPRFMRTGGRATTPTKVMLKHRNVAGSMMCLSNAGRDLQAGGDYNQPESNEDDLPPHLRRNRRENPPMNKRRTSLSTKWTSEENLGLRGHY
# AGP1-GFP MLPCN: modulators of TOR pathway AGP1-GFP in S. cerevisiae; AID 2066; GFP response vs DMSO, % at 10 µM; S. cerevisiae AGP1-GFP multiplex flow cytometry, 3 h; GFP as percent of DMSO wells; 320,000 tested, 0.02% active;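 active = GFP response relative to DMSO above a set limit, near screen average plus 3 SD, cut at about 150% in these data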;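 note: median GFP channel fluorescence of the gated AGP1 strain per well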
# VLA-4 inh: inhibition in a human VLA-4 binding assay; AID 2557; inhibition, % (about 7 µM as worked out from the volumes in the protocol); P13612; VLA-4 expressing cells, ligand binding flow cytometry; 330,000 tested, 0.2% active; in the data active = inhibition above about 50%
# Fam108B counter: blocks mouse Fam108B hydrolase in RBBP9 counter-screen; recombinant Fam108B, FP-Rh probe fluorescence polarization; inhibition, % at 9.51 µM; 300,000 tested, 0.33% active;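 active = inhibition above the screen mean inhibition plus 3 SD, computed separately per campaign, cut at about 18% in these data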;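 note: inhibitors lower polarization as less probe binds the enzyme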
# GRK2 inh: human GRK2 inhibition via aptamer displacement; P25098; bead flow cytometry, FAM-aptamer displacement from GRK2; inhibition of aptamer binding, % at 10 µM; 330,000 tested, 0.59% active; AID 488847;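 active = inhibition of aptamer binding above 40%, roughly 3 SD of noise, on plates passing a quality check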;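 note: median bead fluorescence of bound FAM aptamer so fluorescent compounds give negative values; no value below 0 was filed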
# * marks the source's active call; other numbers are inactive results; . = not tested or not shown.
SMILES,GLD-1 RNA inh,BCLXL inh,CIT2-GFP yeast,MCL1 BIM primary,MEX-5 binding,AGP1-GFP MLPCN,VLA-4 inh,Fam108B counter,GRK2 inh
CNc1c(NS(=O)(=O)c2cc(NC(C)=O)ccc2C)c(=O)oc2ccccc12,1,2,98,-5,1.0,96,5,-3,1
CCc1nnc(NC(=O)c2ccc(-c3ccc(Cl)cc3)o2)s1,-2,0,85,3,1.4,86,11,5,2
CCC1Oc2ccc(C)cc2N(CC(=O)NC2CCCCC2)C1=O (centres undefined),7,2,123,-1,3.4,88,15,-2,0
COc1cccc(/C=C2/C(=O)NN(c3ccc(C)c(C)c3)C2=O)c1,-3,14,97,16,-0.5,81,17,1,1
Cc1cc(C)c(-n2nnnc2SC(C)C)c(C)c1,5,-1,96,6,-0.5,92,19,5,0
CCc1ccc(-c2cc(C)no2)cc1S(=O)(=O)Nc1ccc(Cl)cn1,-7,6,102,8,-1.6,106,-6,-2,0
Cc1ccc(OCC(O)CN2CCCC2)cc1 (centres undefined),4,2,104,7,-0.6,105,16,-1,0
O=[N+]([O-])c1nn(-c2ccccc2)[n+]([O-])c1N1CCN(c2ccccc2F)CC1,0,2,94,-2,0.2,99,4,2,3
O=C(COC(=O)c1cccc(F)c1)NC(=O)NCc1ccccc1,7,.,102,.,.,97,19,.,1
Cc1nc2sc(C(c3ccco3)N3CCOCC3)c(O)n2n1 (centres undefined),3,4,94,-1,-3.5,92,1,2,0
COC(=O)C(O)(CC(=O)Nc1cc(OC)c(OC)c(OC)c1)C(F)(F)F (centres undefined),-10,7,111,5,-0.2,103,13,0,0
N#C/C(=C\c1cn(CCOc2ccccc2)c2ccccc12)C(=O)NCc1ccco1,-6,6,.,2,-9.1,96,6,3,1
O=C(O)C1CCCCC1C(=O)NCCc1ccncc1 (centres undefined),3,8,103,3,0.0,104,-15,-2,4
CCOC(=O)c1c(S(=O)(=O)NCc2ccco2)c(C)n(C)c1C,-2,6,91,5,1.7,99,13,-4,0
CCN(CC)S(=O)(=O)c1cc(NC(=O)C(C)N(C)CC(=O)Nc2c(C)cccc2C)ccc1C (centres undefined),-2,4,98,-13,0.6,100,18,4,0
CC1C(=O)N2CCCc3cc(NC(=O)C(=O)NCc4ccccn4)cc1c32 (centres undefined),2,0,100,5,-4.0,107,7,0,1
Cc1cccc2sc(NC(=O)CSc3nnnn3C)nc12,-3,3,97,5,1.2,103,12,1,1
Cc1c(NC(=O)NC(C)N2C(=O)C3C4C=CC(C4)C3C2=O)c(=O)n(-c2ccccc2)n1C (centres undefined),-8,7,97,1,-2.8,108,0,2,81*
CCCn1nc(C(=O)Nc2ccc(N3CCOCC3)cc2)c2ccccc2c1=O,3,3,88,-3,.,97,10,.,2
COc1cc(C(=O)OCC(=O)NC(=O)C2CCCCC2)ccc1OC(F)F,6,-2,123,2,1.4,73,-9,1,.
O=[N+]([O-])c1ccc(CN2C=NS(=O)(=O)c3ccccc32)cc1,-1,2,92,4,1.6,96,8,4,1
O=C(Nc1ncc(Cc2ccccc2Cl)s1)C1=NCCN1,7,0,102,5,0.6,100,11,1,2
CCOc1ccc(N=Nc2c(=O)[nH]n3c(C)cc(C)nc23)cc1,-14,-15,93,-39,20,86,-53,-12,2
C/C(=N\NC(=O)CC(C)C)c1c(C(F)(F)F)[nH]n(-c2nc3ccccc3s2)c1=O,-1,3,80,6,-2.4,106,-2,0,0
CCCCNC(=O)CN(c1cc(C(F)(F)F)ccc1Cl)S(C)(=O)=O,1,-1,97,3,2.0,104,.,0,5

# The results go on.
SMILES,GLD-1 RNA inh,BCLXL inh,CIT2-GFP yeast,MCL1 BIM primary,MEX-5 binding,AGP1-GFP MLPCN,VLA-4 inh,Fam108B counter,GRK2 inh
CCOc1ccccc1Nc1nnc(SCC(=O)NCC2CCCO2)s1 (centres undefined),-2,.,95,.,.,101,5,.,0
CCOC(=O)c1c(-c2ccc(C)o2)csc1NC(=O)CSc1nncs1,6,0,91,13,0.1,92,-4,0,3
CCCCn1c(O)c(C(CC)=Nc2ccc3c(c2)CCC3)c(=O)[nH]c1=O,3,7,93,-2,0.8,88,7,3,0
O=C(O)CC1(CC(=O)Nc2cc3ccccc3cn2)CCCCC1,2,2,96,2,1.0,101,-4,2,0
Nc1cc(C(=O)O)c(Oc2ccc(Cl)cc2Cl)cc1C(=O)O,4,4,98,8,-7.7,94,32,3,7
COc1ccc(CN2CCn3ncc(C(=O)Nc4ccc(Cl)cc4Cl)c3C2=O)cc1,6,2,108,2,0.0,109,4,-8,1
CCC(=O)Nc1cccc(-n2nnnc2SCC(=O)NCc2ccco2)c1,6,1,98,4,-2.0,96,-2,7,1
Cc1cc(C(=O)NC2=NCCS2)cs1,-1,2,100,1,-4.8,96,3,-3,0
CCN1C(=O)[C@H]2[C@@H](c3ccc(C)cc3)N3C(=O)N(c4ccc(C(F)(F)F)cc4)C(=O)[C@@]3(CC(C)C)[C@H]2C1=O,6,-4,96,-10,1.4,102,16,-6,0
CCn1c(=O)c(C(=O)CN2CCc3ccccc32)c(N)n(Cc2ccccc2)c1=O,-14,-3,96,-3,0.6,89,-12,-4,0
Fc1ccc2c(-c3cccc(C(F)(F)F)c3)c(-c3ccccc3)ncc2c1,1,-11,104,-16,.,96,-4,.,2
CCSc1n[nH]c2nc3c(c(=O)n12)C1(CCCCC1)Cc1ccccc1-3,-12,2,89,7,0.0,110,-5,11,0
CNC(=S)N/N=C1\CC(c2ccccc2)Oc2ccccc21 (centres undefined),10,0,89,8,-2.5,86,16,-3,1
CCOc1ccccc1NC(=O)CN1CCc2ccccc2C1,-3,4,104,8,1.1,108,0,10,0
CN1C(=O)[C@H]2[C@@H](C3CC3)N3C(=O)CN(Cc4ccccc4)C(=O)[C@@]3(C)[C@H]2C1=O,-10,11,114,2,2.6,97,36,2,0
Cc1cc2oc(=O)c(CC(=O)NCCCN(C)C)c(C)c2c2occ(C(C)(C)C)c12,-4,-5,94,-8,-2.0,84,15,3,2
COC(=O)[C@@H](NC(=O)NCc1cccc(OC)c1)C(C)C,-3,4,94,7,-2.0,102,0,-1,1
C=CCNC(=O)/C(C#N)=C/c1ccccc1Cl,-1,-5,56,-1,0.9,79,13,-1,3
COc1ccc(NS(=O)(=O)c2ccc(-c3coc(C)n3)cc2)cc1,-1,1,100,-8,-1.9,108,9,-3,0
O=[N+]([O-])c1cccc(/C=N/Nc2ncc(Br)cn2)c1,4,1,102,0,-1.2,180*,5,0,0
CCC(C)OC(=O)C1=C(C)O[C@]23OC(N)=C(C#N)[C@]12C(=O)c1ccccc13 (some centres undefined),2,7,100,9,0.6,101,7,3,1
COc1ccc(C(=O)C2CCN(C(=S)NCCc3ccc(OC)c(OC)c3)CC2)cc1,9,5,84,6,-0.6,89,33,5,2
CC(NC(=O)c1ccccc1)c1ccc(Br)cc1 (centres undefined),4,2,89,1,1.2,109,-4,0,0
CCOC(=O)N1N=C(CC)CC1(O)C(F)(F)F (centres undefined),-3,-4,101,-5,0.5,100,11,5,0
CCOC(=O)CCNCc1ccc(F)cc1,-1,2,106,-1,1.1,106,0,6,1

# Given bar-delimited: 3 of the compounds above.
SMILES | GLD-1 RNA inh | BCLXL inh | CIT2-GFP yeast | MCL1 BIM primary | MEX-5 binding | AGP1-GFP MLPCN | VLA-4 inh | Fam108B counter | GRK2 inh
CCC(=O)Nc1cccc(-n2nnnc2SCC(=O)NCc2ccco2)c1 | 6 | 1 | 98 | 4 | -2.0 | 96 | -2 | 7 | 1
Cc1cc(C(=O)NC2=NCCS2)cs1 | -1 | 2 | 100 | 1 | -4.8 | 96 | 3 | -3 | 0
CCN1C(=O)[C@H]2[C@@H](c3ccc(C)cc3)N3C(=O)N(c4ccc(C(F)(F)F)cc4)C(=O)[C@@]3(CC(C)C)[C@H]2C1=O | 6 | -4 | 96 | -10 | 1.4 | 102 | 16 | -6 | 0

# (more compounds)
SMILES,GLD-1 RNA inh,BCLXL inh,CIT2-GFP yeast,MCL1 BIM primary,MEX-5 binding,AGP1-GFP MLPCN,VLA-4 inh,Fam108B counter,GRK2 inh
COc1ccc(C(=O)N2CCc3cc(OC)c(OC)cc3C2c2cccc([N+](=O)[O-])c2)cc1OC (centres undefined),7,4,99,1,1.2,99,0,5,0
CC(=O)N1CCN(Cc2nc3cc(NS(C)(=O)=O)ccc3n2C)CC1,6,5,99,1,-0.6,98,20,-2,0
CC1CCN(S(=O)(=O)c2cn(C)c(=O)n(C)c2=O)CC1,5,-1,98,-2,-1.0,101,-1,3,0
O=C(NC(=S)Nc1cc(Cl)ccc1N1CCOCC1)c1ccccc1[N+](=O)[O-],6,9,97,9,-1.6,101,-6,-1,1
CC(=O)OCCCn1c(C)[n+](C)c2cc(Cl)c(Cl)cc21,4,-8,109,-15,-0.4,107,12,4,0
Cn1c(SCC(=O)Nc2ccc3c(c2)OCO3)nnc1-c1cnccn1,2,3,109,6,0.1,102,4,12,4
Cc1ccccc1NC(=S)NCC(c1cccnc1)N1CCOCC1 (centres undefined),2,8,97,11,1.3,96,-7,2,0
O=C(CSc1nnc(COc2ccccc2F)n1-c1ccccc1)NCc1ccco1,0,1,102,5,.,104,5,1,0
CCOC(=O)CSc1nnc(COc2ccc3ccccc3c2)o1,.,.,93,.,-2.0,100,-2,.,0
O=c1cc(-c2ccccc2)[nH]n2cnnc12,-1,-4,93,-5,1.0,77,6,-4,4
COc1ccc(NC(=O)C2=CC(c3ccc(C)cc3)=NS(=O)(=O)N2C)cc1OC,1,2,95,0,3.0,90,-9,8,0
N=c1oc2ccccc2cc1-c1nc2ccccc2c(=O)[nH]1,1,1,87,1,-0.4,91,-7,1,0
COc1ccc(NC(=O)CN2CCN(c3ccc(F)cc3)CC2)cc1Cl,0,4,111,7,-5.2,97,0,0,2
COc1cc(C(=O)Oc2ccccc2/C=N/NC(=O)c2ccc(C)cc2)cc(OC)c1OC,-7,-3,99,-1,2.7,101,20,1,0
COc1ccc(-c2cn3cccc(C)c3n2)cc1F,-1,4,100,11,-1.9,100,0,-2,2
CC(=O)c1nnn(-c2cccc([N+](=O)[O-])c2)c1C,5,3,96,-6,2.3,95,9,-2,3
CC(=O)Nc1ccc(NC(=O)CCCN2C(=O)c3ccccc3C2=O)cc1,-7,-3,106,6,1.2,107,4,-2,0
Cc1cccc(C(C)C)c1NC(=O)COC(=O)COc1ccc2c(C)cc(=O)oc2c1,5,3,104,0,-0.7,103,0,4,0
CCN(CC)S(=O)(=O)c1ccc(OC)c(NC(=O)c2ccc([N+](=O)[O-])cc2)c1,0,5,100,1,-0.1,102,14,-1,0
C=CCNc1cccc(Br)c1,3,-2,.,4,4.9,.,.,-4,.
CCOc1ccc(/C=N/NC(=O)C(=O)NCc2ccco2)cc1,-3,-1,107,-4,.,88,10,-4,0
O=C(O)c1ccccc1C(=O)Nc1ccccc1[N+](=O)[O-],2,7,93,2,3.9,107,-14,2,4
COc1ccc(C(=O)Nc2ccc(S(=O)(=O)Nc3ncccn3)cc2)cc1OC,1,0,92,-4,0.5,97,11,-1,3
CCc1ccc(C(O)(c2ccccc2OC)C(CN2CCOCC2)c2ccccc2)cc1 (centres undefined),0,9,92,-2,-3.0,95,2,-5,.
Cc1ccc(-c2cc3onc(-c4ccccc4)c3c(=O)n2C)cc1,3,4,92,4,.,92,15,-6,0
Cc1cc(C)c(NC(=O)C2=CCN(S(=O)(=O)c3ccc(F)cc3)CC2)c(C)c1,6,6,113,1,1.4,109,2,-4,0
CCCCc1nccn1CCn1ccnc1CCCC,3,3,.,0,-3.6,90,23,-6,0
CCCCn1nc(C(=O)NC2CCCCCC2)c2ccccc2c1=O,1,.,101,.,.,105,0,.,0
NC1=NC[C@H](Cc2ccccc2)N1CCc1cc(C(F)(F)F)cc(C(F)(F)F)c1,-2,4,105,8,-0.3,108,-4,-1,0
